From PubChem
Bfl-1 displacement: Bfl-1 inhibitors, primary screen, biochemical, fluorescence polarization, FITC-Bid, mouse (AID 432); FITC-Bid BH3 peptide fluorescence polarization displacement; higher % means a stronger effect; one-dose displacement, % at 20 µM; IC50 in µM for titrated hits; 0.02% of 64,000 active; in the data active = a potency from the dose series; inactive = the rest, 99 in 100 with displacement below about 15%; note: strong numbers were not always called active
MK inhibit: blocks S. pneumoniae mevalonate kinase; purified MK, PK/LDH-coupled NADH absorbance 340 nm; inhibition, % at 10 µM; 0.48% of 65,000 active;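 active = ranked among the strongest by inhibition in the single 10 µM screen, a fixed top-ranked set picked for dose follow-up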; note: no value below 0 was filed
Alkaline phosphatase: inhibition of tissue-nonspecific alkaline phosphatase – biochemical, luminescent (AID 518) | purified TNAP enzyme, luminescent substrate readout; higher % means a stronger effect | inhibition, % at 20 µM, or IC50 in µM where a hit was titrated | 0.09% of 64,000 active; in the data active = a potency from the dose series; inactive = the rest, 99 in 100 with inhibition below about 22%;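 note: plate controls were vehicle for no effect and reference inhibitor for full effect; many of its hits are not listed in these tables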
PMK inhibit: S. pneumoniae PMK inhibition; purified PMK, PK/LDH-coupled NADH absorbance 340 nm; inhibition, % at 10 µM; 0.49% of 65,000 active;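 active = top-ranked compounds by inhibition in the single 10 µM screen, taking a fixed number of the strongest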;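 note: 0% = full reaction with DMSO carrier and 100% = background rate without enzyme reaction; no value below 0 was filed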
HPDE-C7 viability: HPDE-C7 pancreatic duct cell viability loss – fluorescence, HTS (AID 430). cytotoxicity, % at 10 µM; hits with a dose series show EC50 in µM. HPDE-C7 pancreatic duct cells viability, fluorescence; higher % means a stronger effect. 1.8% of 63,000 active;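 note: cells exposed to compound for 48 hours before viability readout; 0% = vehicle and 100% = reference cytotoxic drug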
KRASV12 cytotoxicity: cytotoxicity in KRAS-transformed pancreatic duct cells, primary screen, cell-based, fluorescence, HTS (AID 431); HPDE-C7K KRASV12 cells, Alamar Blue viability, 48 h; higher % means a stronger effect; cytotoxicity, % at 10 µM, or EC50 in µM where a hit was titrated; 1.7% of 63,000 active;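 active = compounds whose percent cytotoxicity in the single-dose primary screen, scaled between solvent and toxic-drug controls, exceeds 50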;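 note: 0% = DMSO solvent wells and 100% = doxorubicin-treated wells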
Spn DPM-DC inh: inhibitors of Streptococcus pneumoniae diphosphomevalonate decarboxylase | purified DPM-DC, PK/LDH coupled NADH fluorescence | calls only at 10 µM | 0.49% of 65,000 active | AID 556;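 active = the 320 compounds with the highest percent inhibition in the single-dose primary screen, excluding strongly autofluorescent ones, cut at about 32% in these data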;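 note: kinetic rate of NADH fluorescence loss reporting ADP formed by the decarboxylase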
HT1080 cytotoxicity: HT1080 cell viability loss – fluorescence readout (AID 620) | HT1080 viability, fluorescence; higher % means a stronger effect | one-dose cytotoxicity, % at 10 µM; EC50 in µM for titrated hits | 0.42% of 87,000 active;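 note: cells exposed to compound overnight then 4 h with Alamar Blue; 0% = vehicle DMSO and 100% = killing control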
LYP phosphatase: LYP phosphatase inhibitors, primary screen, biochemical, DiFMUP fluorescence, recombinant catalytic domain, 10 µM (AID 606); recombinant LYP catalytic domain, DiFMUP fluorescence; higher % means a stronger effect; one-dose inhibition, % at 10 µM; IC50 in µM for titrated hits; 52,000 tested, under 10 active;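 active = IC50 under 40 µM in the dose-response test; inactive = IC50 of 40 µM or more, or never dose-tested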
PMK inhibit pilot replicates: second read-out of PMK inhibit, no call of its own (marks repeat the call); inhibition, %; measured here: pilot screen replicates
MK inhibit pilot replicates: recorded beside MK inhibit, whose call it bears; inhibition, %; measured here: pilot screen replicates
Spn DPM-DC inh pilot screen %: recorded beside Spn DPM-DC inh, whose call it bears; inhibition, %; measured here: pilot screen trials
The depositor's hits bear a star; i = inactive; / = not tested or not shown. Cut-off read from the data, not from the text of the source, unless noted: active = cytotoxicity above about 50%; inactive = the rest.

SMILES	Bfl-1 displacement	MK inhibit	Alkaline phosphatase	PMK inhibit	HPDE-C7 viability	KRASV12 cytotoxicity	Spn DPM-DC inh	HT1080 cytotoxicity	LYP phosphatase	others
CCOC(=O)C1C(=O)CC(C)(O)C(C(=O)OCC)C1c1cccs1 (centres undefined)	2%	2	13%	4	2%	-9%	i	4%	2%
COc1ccc2[nH]c(=O)c(C(c3nnnn3C(C)(C)C)N(Cc3ccco3)CC3CCCO3)cc2c1 (centres undefined)	-1%	11	4%	9	-9%	-30%	i	-7%	12%
CC(=O)Nc1ccc(SCC(=O)c2cc(C)n(Cc3cccs3)c2C)cc1	2%	0	15%	15	4%	24%	i	/	/
CC(C)(C)OC(=O)N1CCC[C@H]1c1nnc(SCc2c(Cl)cccc2Cl)o1	-9%	1	7%	15	-19%	-22%	i	-20%	12%
N#Cc1c(/N=C/c2ccco2)sc2c1CCCCC2	8%	9	5%	0	14%	8%	i	-5%	/
Cc1ocnc1C(=O)Nc1ccc(Cl)cc1	-2%	3	7%	17	-4%	-7%	i	-3%	4%
Cc1cc(=O)[nH]c(SC/C=C/c2ccccc2)n1	-1%	10	2%	5	-13%	0%	i	-7%	4%
COc1ccc(NS(=O)(=O)c2cc(C(=O)O)ccc2C)cc1	3%	0	13%	15	-4%	-11%	i	-2%	17%
CCOC(=O)CSc1cccc2cccnc12	-6%	7	6%	0	22%	14%	/	1%	6%
COc1cccc(C2=NOC(C(=O)Nc3cc(C)nn3-c3ccccc3)C2)c1OC (centres undefined)	-2%	11	18%	13	19%	19%	i	2%	11%	PMK inhibit pilot replicates=0.0;MK inhibit pilot replicates=2.0;Spn DPM-DC inh pilot screen %=2.5
CCC(Sc1nc2cc(OC)c(OC)cc2c2nc(C)nn12)C(=O)NCc1ccco1 (centres undefined)	19%	7	4%	15	-15%	-10%	i	1%	/
COc1ccccc1Nc1nc(C2(C)CCC(=O)O2)cs1 (centres undefined)	-7%	9	8%	7	7%	9%	i	30%	15%
CC(C)c1ccc(C(=O)CSc2ncn[nH]2)cc1	-3%	0	0%	8	2%	-2%	i	-3%	4%
CCC(C)C1C(C#N)=C(N)OC2=C1C(=O)CC(C)(C)C2 (centres undefined)	5%	9	7%	3	-4%	1%	i	3%	9%
CN(C)CCCN1C(=O)C(=O)/C(=C(/O)c2ccncc2)C1c1cccc(Br)c1 (centres undefined)	-9%	12	14%	8	-15%	-9%	i	6%	6%	PMK inhibit pilot replicates=0.5;MK inhibit pilot replicates=2.0;Spn DPM-DC inh pilot screen %=0.5
O=C(Cn1cccc1C(=O)c1ccccc1)NCc1cccs1	-12%	0	-4%	14	-29%	-14%	i	-2%	-3%
C=CCN1CC(c2nc3ccccc3n2Cc2ccccc2)CC1=O (centres undefined)	-6%	8	8%	11	-5%	3%	i	-5%	-1%
O=C(Nc1cccc(Cl)c1)Nc1nccs1	72%	0	10%	7	0%	4%	i	13%	-4%
COC(=O)c1cccc(NC(=O)CN2CCC(NC(=O)c3cc(OC)c(OC)c(OC)c3)CC2)c1	-2%	0	9%	13	-9%	8%	i	20%	2%
O=C(Cn1nc(C(F)(F)F)c2c1CCCC2)NC1CCCC1	5%	14	15%	9	-10%	-27%	i	-18%	2%
NC(=O)c1ccsc1NC(=O)C1CCCCC1	-4%	4	9%	4	-6%	0%	i	0%	2%
CCn1c(SCC(=O)NCc2ccco2)nnc1C(C)C	-2%	9	2%	15	-5%	-4%	i	3%	/
CC1Cc2nc(SCC(=O)NC3CCCCC3)n(C)c(=O)c2S1 (centres undefined)	/	0	/	13	/	/	i	6%	10%
COC(=O)C(C)Sc1ncnc2c1nnn2-c1ccc(F)cc1 (centres undefined)	4%	3	6%	1	-9%	-2%	i	-5%	1%
O=C(NC1CCCC1)c1ccc(CS(=O)(=O)c2cccc(C(F)(F)F)c2)o1	-12%	4	7%	8	-29%	-22%	i	1%	-2%
Cc1nn(-c2ccccc2)c(N2CCCC2)c1/C=N/n1cnc2scc(-c3ccccc3)c2c1=O	-6%	0	10%	5	24%	17%	i	-1%	0%
CC(C)NC(=O)CSc1nnc(-c2ccc(S(=O)(=O)N3CCCC3)cc2)n1CC1CCCO1 (centres undefined)	1%	45*	7%	11	4%	4%	i	6%	17%
CCOc1cc(NC(=O)c2ccco2)c(OCC)cc1NC(=O)Cc1ccc(OC)c(OC)c1	4%	3	10%	13	-12%	1%	i	-1%	-3%
COc1nc(-c2ccccc2)ccc1-c1noc(-c2cccnc2)n1	-9%	9	18%	15	-19%	-38%	/	-8%	13%
CCOC(=O)c1c(C)nc(-c2ccccc2)nc1N	0%	0	10%	0	0%	12%	i	/	-1%
COCCn1c(CN2CCN(C)CC2)nc2c1c(=O)n(C)c(=O)n2C	-3%	5	7%	0	10%	-1%	i	6%	-4%
Cc1ccc2cc(C)c(SCC#N)nc2c1	2%	5	12%	0	-3%	-8%	i	9%	-8%
CCOc1ccccc1NC(=O)C1=C(C)NC(=O)NC1c1cccc(OC)c1OC (centres undefined)	-12%	0	3%	5	-4%	-4%	i	26%	13%
Cc1cc(C)c(NC(=O)C2CSCCS2)c(C)c1 (centres undefined)	0%	0	8%	16	-13%	1%	i	3%	9%	PMK inhibit pilot replicates=8.5;MK inhibit pilot replicates=0.0;Spn DPM-DC inh pilot screen %=0.0
COc1ccc(CNC(=O)c2cccs2)cc1	-6%	3	10%	0	-8%	-7%	i	-6%	/
COc1ccc(OC)c(-n2cnc3cc(C(=O)NCCCN4CCOCC4)ccc32)c1	/	0	/	11	/	/	i	1%	-3%
O=C(c1ccco1)N1CCN(C(=O)c2cccc3c2C(=O)N(Cc2cccnc2)C3)CC1	7%	6	-1%	2	-7%	-21%	i	1%	6%
Cc1cccc(-n2nnc(C(=O)NCc3ccccc3)c2N)c1	0%	0	10%	7	-14%	-15%	i	-11%	5%	PMK inhibit pilot replicates=3.5;MK inhibit pilot replicates=6.0;Spn DPM-DC inh pilot screen %=0.0
CCCn1c(CCC(=O)O)ccc1-c1cccs1	7%	9	11%	3	-3%	2%	/	0%	2%
COC(=O)C(NC(=O)c1ccco1)(Nc1nc(C2CC2)cs1)C(F)(F)F (centres undefined)	4%	1	6%	20	-13%	-15%	i	2%	10%

Quoted at random: four entries already listed
SMILES	Bfl-1 displacement	MK inhibit	Alkaline phosphatase	PMK inhibit	HPDE-C7 viability	KRASV12 cytotoxicity	Spn DPM-DC inh	HT1080 cytotoxicity	LYP phosphatase	others
COCCn1c(CN2CCN(C)CC2)nc2c1c(=O)n(C)c(=O)n2C	-3%	5	7%	0	10%	-1%	i	6%	-4%
CCn1c(SCC(=O)NCc2ccco2)nnc1C(C)C	-2%	9	2%	15	-5%	-4%	i	3%	/
NC(=O)c1ccsc1NC(=O)C1CCCCC1	-4%	4	9%	4	-6%	0%	i	0%	2%
COC(=O)C(C)Sc1ncnc2c1nnn2-c1ccc(F)cc1 (centres undefined)	4%	3	6%	1	-9%	-2%	i	-5%	1%

The listing picks up, repeating the two entries before the break.
SMILES	Bfl-1 displacement	MK inhibit	Alkaline phosphatase	PMK inhibit	HPDE-C7 viability	KRASV12 cytotoxicity	Spn DPM-DC inh	HT1080 cytotoxicity	LYP phosphatase	others
CCCn1c(CCC(=O)O)ccc1-c1cccs1	7%	9	11%	3	-3%	2%	/	0%	2%
COC(=O)C(NC(=O)c1ccco1)(Nc1nc(C2CC2)cs1)C(F)(F)F (centres undefined)	4%	1	6%	20	-13%	-15%	i	2%	10%
COC(=O)c1cccc2c1-c1ccccc1/C2=N/O	-6%	8	19%	13	39%	28%	i	-6%	/
O=C(NCc1ccccc1)N1CCN(c2ccccc2F)CC1	2%	12	10%	15	-4%	-15%	i	-21%	7%
CCn1c(SCC(=O)N2CCCCC2)nnc1-c1ccc(S(=O)(=O)N2CCN(C)CC2)cc1	1%	5	-9%	6	-22%	-7%	i	-2%	6%
COC(=O)C1=C(N)Oc2cc(C)n(Cc3cccnc3)c(=O)c2C1c1cccc(OC)c1OC (centres undefined)	-3%	12	7%	15	-6%	-6%	i	2%	2%
CC(=O)NC(C)c1ccc(Cl)c(Cl)c1 (centres undefined)	-5%	0	11%	0	-11%	-9%	i	-5%	-3%
CCOc1cc2[nH]c(=O)n(CCCCC(=O)NC3CCCCC3)c(=O)c2cc1OCC	-6%	3	2%	2	-9%	-3%	i	0%	4%
COc1ccccc1CNS(=O)(=O)c1cc(C)ccc1OC	-1%	0	7%	9	-4%	-11%	i	/	19%
COc1ccccc1C(=O)Nc1ccccc1N1CCN(S(C)(=O)=O)CC1	-3%	7	-10%	9	-10%	-30%	i	2%	3%
N=C1C(c2nc3ccccc3c(=O)[nH]2)=C(O)CN1CCO	1%	0	21%	15	1%	-3%	i	10%	/
O=C(NCc1cccs1)C1CCC(CNS(=O)(=O)c2ccc(Br)s2)CC1 (centres undefined)	1%	1	4%	15	-24%	-16%	i	/	15%
COc1ccc(NC(=O)c2cnc3sccn3c2=O)cc1	-3%	4	7%	15	7%	5%	i	-5%	15%
COc1ccc(CNC(=O)Cc2ccc(OC)c(S(=O)(=O)N3CCOCC3)c2)cc1	-9%	0	13%	11	-5%	4%	i	-2%	14%
Clc1ccc(Cn2ncc3c(NCc4ccco4)ncnc32)c(Cl)c1	-7%	6	-3%	0	52%*	61%*	i	-7%	17%
O=C(O)c1n[nH]c2c1CCCC2	-15%	2	8%	0	-25%	-30%	i	-13%	/
CCC(C)Sc1nc2c(cnn2-c2ccc(C)c(C)c2)c(=O)[nH]1 (centres undefined)	-2%	2	10%	1	-4%	3%	i	2%	-9%
O=C(Cn1c(CN2CCCCC2)nc2ccccc2c1=O)NC1CCCCC1	-5%	23	1%	0	-21%	-11%	i	2%	7%
COc1cccc2[nH]c3c(=O)n(CCN(C)C)cnc3c12	4%	13	2%	16	-5%	4%	/	14%	15%
c1ccc(CNC2=NCCCCC2)cc1	-3%	5	8%	14	-12%	-7%	i	0%	8%
Cc1cc(C)nc(Nc2n[nH]c(-c3ccccc3Br)n2)n1	-1%	1	-20%	0	-2%	-15%	i	2%	2%
CCOC(=O)N1CCC(NC(=O)CSCc2cnn(-c3ccccc3)c2-n2cccc2)CC1	-1%	6	2%	0	-12%	1%	i	-1%	/
O=C(Nc1cccnc1)c1scc2c1OCCO2	-13%	4	-2%	7	-16%	-18%	i	-1%	/
Cc1cc(NC(=O)CSC2=NCCS2)no1	-2%	7	6%	10	4%	-10%	i	5%	/
O=C(c1n[nH]c(=O)c2ccccc12)N1CCN(c2ccc(F)cc2)CC1	4%	2	9%	16	-6%	-3%	i	-7%	15%

No new results follow: two of the compounds above.
SMILES	Bfl-1 displacement	MK inhibit	Alkaline phosphatase	PMK inhibit	HPDE-C7 viability	KRASV12 cytotoxicity	Spn DPM-DC inh	HT1080 cytotoxicity	LYP phosphatase	others
COC(=O)c1cccc2c1-c1ccccc1/C2=N/O	-6%	8	19%	13	39%	28%	i	-6%	/
O=C(NCc1ccccc1)N1CCN(c2ccccc2F)CC1	2%	12	10%	15	-4%	-15%	i	-21%	7%
